mIAP block: blocks mouse intestinal alkaline phosphatase; inhibition, % at 10 µM; purified mouse IAP, CDP-Star luminescence, 30 min; AID 2806; actives 0.2% (n = 330,000);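 active means inhibition of at least 40% at 10 µM in the primary screen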;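 further: plate controls were DMSO with enzyme for no effect and no enzyme wells for full effect; values of inactives mirror those of a sister screen read the other way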
MPTP block: permeability transition pore inhibition | isolated mouse mitochondria, Ca2+ swelling absorbance, 30 min | inhibition, % at 10 µM | actives 1.4% (n = 360,000);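 active means inhibition of 50% or more, scaled per plate between neutral and stimulator controls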;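 further: 0% = DMSO wells given calcium and 100% = 1 mM EGTA wells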
hIAP inh: human IAP inhibition | purified IAP, CDP-Star luminescence, 30 min | P09923 | actives 0.12% (n = 330,000) | inhibition, % at 10 µM | AID 2544;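 active means inhibition reaching a set limit with compound at 10 µM in the primary screen, cut at about 35% in these data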;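 further: plate controls were DMSO wells with enzyme for no effect and no-enzyme buffer wells for full effect; values of inactives mirror those of a sister screen read the other way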
Target sequence (P09923 whole entry, looked up): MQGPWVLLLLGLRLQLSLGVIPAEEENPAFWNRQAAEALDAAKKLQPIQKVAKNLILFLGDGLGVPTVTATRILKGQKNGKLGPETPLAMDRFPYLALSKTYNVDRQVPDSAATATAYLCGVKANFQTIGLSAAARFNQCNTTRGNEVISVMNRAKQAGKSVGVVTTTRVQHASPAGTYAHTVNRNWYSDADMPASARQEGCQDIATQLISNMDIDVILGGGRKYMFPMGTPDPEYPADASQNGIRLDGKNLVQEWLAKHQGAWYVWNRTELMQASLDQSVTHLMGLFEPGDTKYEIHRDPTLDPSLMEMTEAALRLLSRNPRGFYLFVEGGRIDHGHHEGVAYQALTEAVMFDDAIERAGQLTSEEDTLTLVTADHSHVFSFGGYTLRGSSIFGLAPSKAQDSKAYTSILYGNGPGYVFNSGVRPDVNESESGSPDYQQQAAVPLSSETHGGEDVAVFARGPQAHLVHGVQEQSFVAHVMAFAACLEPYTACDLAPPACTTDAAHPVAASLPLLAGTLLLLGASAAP
APOBEC3G inh: blocks human APOBEC3G single-stranded DNA deamination | inhibition, % at 20 µM | recombinant A3G, ssDNA deamination FAM/TAMRA fluorescence | actives 0.28% (n = 330,000) | AID 493012 | Q9HC16;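 active means inhibition of at least 40% at 20 µM, with no more than 30% in the related APOBEC3A deaminase screen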;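 further: plate controls were DMSO wells with A3G for no effect and wells lacking A3G enzyme for full effect; some compounds called inactive have numbers as strong as hits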
APOBEC3A inh: inhibitors of human APOBEC3A DNA deaminase | actives 0.41% (n = 330,000) | inhibition, % at 20 µM | P31941 | recombinant A3A, FAM/TAMRA ssDNA deamination fluorescence;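 active means at least 40% inhibition at 20 µM here, with at most 30% in a related deaminase screen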;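 further: plate controls were A3A with DMSO for no effect and wells lacking A3A enzyme for full effect; some results filed as inactive read as strong as hits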
Target sequence (P31941 whole entry, looked up): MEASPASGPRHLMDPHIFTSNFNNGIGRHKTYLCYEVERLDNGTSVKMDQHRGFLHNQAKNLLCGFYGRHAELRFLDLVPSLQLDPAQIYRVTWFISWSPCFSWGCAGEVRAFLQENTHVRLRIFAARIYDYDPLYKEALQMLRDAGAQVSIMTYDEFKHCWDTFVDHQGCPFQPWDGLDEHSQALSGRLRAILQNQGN
mIAP act: increases mouse intestinal alkaline phosphatase activity; muIAP, CDP-Star luminescence, 30 min; active compounds read high; 1 = vehicle-only enzyme signal, 0 = enzyme-free wells; activation factor at 10 µM; actives 0.24% (n = 330,000);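 active means activation factor of at least 2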; further: the source names both 10 and 20 µM as test concentration; values of inactives mirror those of a sister screen read the other way
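System: mouse IAP enzyme. Reagent: CDP-Star chemiluminescent phosphatase substrate. Benchmarks: DMSO wells, no-enzyme wells. Times: 30 min enzyme-substrate-compound incubation at room temperature. Detection: luminescence from enzymatic CDP-Star hydrolysis. Doses: test compounds delivered from DMSO solution.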
GRIN3A LBD mod: modulates the human NR3A ligand-binding domain; NR3A LBD differential scanning fluorimetry, Tm shift; 0% = protein alone, 100% = glycine-bound protein; actives 2.5% (n = 340,000); AID 1259313; Tm shift relative to glycine control, % at 25 µM;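 active means melting temperature shift of at least 10% of the positive control shift, at one fixed dose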
hIAP activ: human IAP activation. actives 0.16% (n = 330,000). purified human IAP, CDP-Star luminescence, 30 min; active compounds read high; 1 = vehicle-only enzyme, 0 = enzyme-free background. P09923. AID 2524. activation factor at 10 µM;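 active means activation factor of the enzyme at least 2-fold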; further: the source names both 10 and 20 µM as test concentration; values of inactives mirror those of a sister screen read the other way
beta cell repl: induces beta-cell replication in MIN6 cells. MIN6 cells proliferation, ATPlite luminescence, 48 h; cells starved in 0.2% serum; 100% = growth in 10% serum. proliferation, % at 10 µM. actives 0.29% (n = 330,000);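 active means compounds whose signal lies at least 3.5 SD above the mean of all wells on their plate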;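 further: 0% = DMSO-treated cells in low-serum medium and 100% = 10% serum control; some compounds called inactive have numbers as strong as hits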
The depositor's hits bear a star; . = no result given.

SMILES	mIAP block	MPTP block	hIAP inh	APOBEC3G inh	APOBEC3A inh	mIAP act	GRIN3A LBD mod	hIAP activ	beta cell repl
COCCCn1c(=O)c2ccccc2n(CC(=O)NC2CCCCC2)c1=O	2	-0.7	11	-14	-6	0.98	-2	0.89	1
O=C(CSc1ncccn1)NCc1cccs1	-18	0.3	-17	-4	-2	1.2	0	1.2	1
COc1ccc(C2Nc3ccccc3C(=O)N2NS(C)(=O)=O)c(OC)c1 (centres undefined)	-3	1.8	-11	0	2	1	3	1.1	-2
O=C(COc1ccc(Cl)cc1[N+](=O)[O-])NC1CCCCC1	-14	-3.0	-8	-7	-5	1.1	0	1.1	0
COC(=O)C1CCN(C(=O)/C(C)=C\c2ccccc2)CC1	7	1.5	-10	-1	-5	0.93	2	1.1	-3
O=C(CCSc1ccccc1)NC1CCCCCC1	-12	-0.2	-16	2	5	1.1	-1	1.2	-2
Clc1ccc(OCCn2c(-c3ccco3)nc3ccccc32)cc1	0	5.1	8	-8	-4	1	-9	0.92	-5
OCc1ccnc(Cl)c1	1	-1.6	-17	-7	-2	0.99	1	1.2	0
CCOc1ccccc1-n1c(SCC(=O)NC)nnc1-c1ccco1	-2	-1.6	-8	-3	-4	1	3	1.1	3
O=C(CCCN1C(=O)/C(=C/c2ccccc2)SC1=S)Nc1ccc(O)cc1	23	1.0	4	1	5	0.77	-2	0.95	0
CCOC(=O)N1CCN(C(=O)C2COc3ccccc3O2)CC1 (centres undefined)	4	-0.3	6	-4	2	0.96	-1	0.94	-3
Cc1cc(C)cc(N(CCC#N)C(=O)CSc2n[nH]c(N)n2)c1	-4	-1.0	-15	13	1	1	-2	1.1	-6
Cc1ccc(CNC(=O)CSc2nc(=O)n3cccc(C)c3n2)cc1	7	-1.3	6	0	1	0.93	1	0.94	-3
CCc1ccc(OCC(=O)Nc2ccc3c(c2)COC3=O)cc1	5	-1.4	3	-5	-1	0.95	-1	0.97	-2
Cc1ccc(-n2c3c(cc(C(=O)NCc4ccco4)c2=O)C(=O)CC(C)(C)C3)cc1	9	1.4	6	-11	-1	0.91	0	0.94	0
COc1cc2c(cc1C1NC(=S)NC(C)=C1C(=O)N(C)C)CCCC2 (centres undefined)	-11	0.2	-10	-5	-6	1.1	3	1.1	1
Oc1ccc(N=C/C=C/c2cccc(Br)c2)cc1-c1nc2ccccc2s1	15	47	-5	6	3	0.85	-2	1.1	0
C=CCC1NS(=O)(=O)OCC1NC(=O)OCC(Cl)(Cl)Cl (centres undefined)	-12	-0.9	26	24	0	1.1	-3	0.74	-6
CC1(C)CC2CC(C)(CN2C(=O)COc2cccc3ccccc23)C1 (centres undefined)	1	-0.7	7	-2	-1	0.99	7	0.93	0
CS(=O)(=O)c1nc(S(=O)(=O)c2ccc(Cl)cc2)c(N2CCC(C(N)=O)CC2)s1	-5	-1.7	6	-3	-1	1	0	0.94	-1
CC(C(=O)Nc1ccccc1F)N1CCN(C)CC1 (centres undefined)	2	.	-4	-7	-4	0.98	.	1	1
Cn1cccc1C(C(=O)NC1CCCCC1)N(C(=O)Cc1cccs1)c1ccc2c(c1)OCO2 (centres undefined)	1	-0.7	-3	-7	-7	0.99	0	1	-1
Cc1ccc2ccccc2c1COC(=O)c1nonc1N	-4	-1.6	3	-7	-1	1	-6	0.97	-1
Cc1nn(-c2ccc(N3CCOCC3)nn2)c(C)c1CCC(=O)NCc1ccc(F)cc1	9	-1.8	0	4	-2	0.91	-1	1	-4
COc1ccc([N+](=O)[O-])cc1NC(=O)C1CCCO1 (centres undefined)	2	0.7	-15	-7	0	0.98	-1	1.2	-1
O=C1C(=O)N(CCN2CCOCC2)C(c2ccc(F)cc2)/C1=C(/O)c1ccc(S(=O)(=O)N2CCOCC2)cc1 (centres undefined)	-3	0.5	7	-7	1	1	0	0.93	-2
COc1cc(-c2nnc(SCc3c(F)cccc3Cl)o2)cc(OC)c1OC	8	-6.8	-6	-5	-14	0.92	0	1.1	-2
Cc1cc(NC(=O)c2cccnc2)ccc1NC(=O)c1ccco1	-4	-0.8	20	-8	-5	1	0	0.8	2
O=C(Nc1ccc(F)cc1)c1ccccc1NC(=O)C1CC=CCC1C(=O)O (centres undefined)	2	-0.5	-8	-2	0	0.98	-1	1.1	3
C=CCNC(=S)Nc1ccc(C(N)=O)cc1	-1	-0.4	2	-7	-6	1	-31	0.97	-2
Cc1ccc(C)c(OCCC(=O)NNC(=O)c2ccccc2)c1	1	-0.8	-26	-5	1	0.99	0	1.3	1
CC1CCCCN1S(=O)(=O)c1ccc(S(=O)(=O)N2CCN(c3ccccc3)CC2)cc1 (centres undefined)	11	5.3	-2	-6	0	0.89	1	1	-2
O=C(Cn1ccc(C(F)(F)F)n1)N/N=C/c1cccs1	-11	1.2	2	-4	0	1.1	0	0.98	3
O=C(c1cc2ccccc2o1)N1CCN(c2ncccn2)CC1	-6	-3.1	6	-5	-2	1.1	-1	0.94	-3
C[C@]12C(=O)N(c3ccc(Cl)cc3)C(=O)N1[C@H]1c3ccccc3OC[C@@H]1[C@H]2c1ccccc1	-7	0.7	-30	23	-2	1.1	1	1.3	-7
C=CCNC(=O)c1c(-c2c(F)cccc2Cl)noc1C	-15	8.1	20	-6	-8	1.1	-4	0.8	-1
CC(C)CC(=O)NC(=S)Nc1ccccc1N1CCCC1	20	-0.3	1	-12	-6	0.8	-1	0.99	-1
O=C(C1CCN(c2nnc(-n3cccc3)s2)CC1)N1CCOCC1	-5	-0.7	2	-6	-5	1	-1	0.98	-3
CC1N(C)c2cc(NC(=O)c3ccco3)ccc2C1(C)C (centres undefined)	9	5.5	12	-8	-3	0.91	-25	0.88	-4
COc1cc(C[C@@H](C)[C@@H](C)Cc2ccc(O)c(OC)c2)ccc1O	11	1.7	6	-7	-2	0.89	-26	0.94	-6

3 neighbouring entries out of the list so far:
SMILES	mIAP block	MPTP block	hIAP inh	APOBEC3G inh	APOBEC3A inh	mIAP act	GRIN3A LBD mod	hIAP activ	beta cell repl
O=C(C1CCN(c2nnc(-n3cccc3)s2)CC1)N1CCOCC1	-5	-0.7	2	-6	-5	1	-1	0.98	-3
CC1N(C)c2cc(NC(=O)c3ccco3)ccc2C1(C)C (centres undefined)	9	5.5	12	-8	-3	0.91	-25	0.88	-4
COc1cc(C[C@@H](C)[C@@H](C)Cc2ccc(O)c(OC)c2)ccc1O	11	1.7	6	-7	-2	0.89	-26	0.94	-6

Remaining list, next part.
SMILES	mIAP block	MPTP block	hIAP inh	APOBEC3G inh	APOBEC3A inh	mIAP act	GRIN3A LBD mod	hIAP activ	beta cell repl
COc1ccc(OCC(O)Cn2c(N)nc3c2c(=O)[nH]c(=O)n3C)cc1 (centres undefined)	1	1.6	-5	-6	0	0.99	-1	1.1	-1
CCOC(=O)CN(C(=O)c1snc(C(N)=O)c1N)C(C(=O)NCCC(C)C)c1ccc(F)cc1 (centres undefined)	-10	1.8	-21	-5	2	1.1	0	1.2	-3
O=C1c2ccccc2S(=O)(=O)c2cc(C(=O)N3CCN(c4ccccc4)CC3)ccc21	10	-2.6	9	-4	0	0.9	-3	0.91	4
CN(C)CCn1c2c(c(SCC(=O)Nc3ccc4c(c3)OCCO4)nc1=O)CCCC2	2	-1.4	-13	-5	-3	0.98	1	1.1	0
CC(C)(C)c1cc(O)c(C(C)(C)C)cc1O	-8	.	-17	-4	-4	1.1	.	1.2	-6
Cc1ccc(CC(=O)N2CCN(S(=O)(=O)c3ccccc3)CC2)cc1C	3	-1.2	-1	-4	2	0.97	-1	1	0
CCn1c(C)c(C)c2cc(C(=O)NCCc3ccco3)ccc21	-1	-0.6	-11	-2	-5	1	0	1.1	9
CC(NC(=O)c1cc2cc(Cl)ccc2oc1=N)c1ccccc1 (centres undefined)	2	0.2	0	-6	1	0.98	-5	1	-7
CC(C)(C)NC(=O)C(=O)NNC(=O)COc1ccc(Br)cc1	27	2.8	-57	-2	0	0.73	-2	1.6	3
O=C(O)COc1ccc2c3c(c(=O)oc2c1)CCC3	1	-1.4	7	-2	4	0.99	-1	0.93	0
COc1ccc(NC(=S)c2ccc3ccccc3n2)cc1	28	-0.6	-22	62*	-1	0.72	-4	1.2	1
Cc1cc(C)c(OCC(=O)OC(C)C(=O)NCc2ccccc2)c(C)c1 (centres undefined)	8	1.2	4	-10	7	0.92	4	0.96	10
CCOC(=O)N/N=C(\C)c1ccc(C)c([N+](=O)[O-])c1	-6	0.3	-9	-3	3	1.1	-1	1.1	-4
Cc1[nH]n(-c2ccc(Cl)c(Cl)c2)c(=O)c1CCO	0	0.4	-8	-7	-3	1	-1	1.1	-3
O=C(O)c1ccc2c(=O)n3c(nc2c1)/C(=C/c1ccc(C(F)(F)F)cc1)CC3	-1	0.4	4	-6	0	1	1	0.96	-1
CCCCCCC1CCC(C(=O)Nn2c(C)nc3ccccc3c2=O)CC1 (centres undefined)	0	6.3	3	3	4	0.99	0	0.97	-3
COc1ccc(-c2csc3ncnc(N4CCN(S(=O)(=O)c5ccc(C(C)=O)cc5)CC4)c23)cc1	8	0.3	20	-2	2	0.92	-1	0.8	-2
CCOc1ccccc1OCCOCCN1CCN(Cc2ccccc2)CC1	-3	0.3	9	-7	-5	1	-5	0.91	2
CCN(CC)C(=O)COc1ccc2oc(C)c(C(=O)OC)c2c1	12	0.2	-7	-1	1	0.88	2	1.1	4
O=C(NC1CCCCCC1)c1ccc(CN2CCOCC2)cc1	2	0.2	-11	-4	-2	0.98	-8	1.1	0
CCc1cc(=O)oc2cc(C)cc(OCC(=O)NCc3ccncc3)c12	6	-1.9	6	-1	0	0.94	-1	0.94	-1
COc1ccc(CNC(=O)C(=O)NCC(c2ccco2)N2CCOCC2)cc1 (centres undefined)	-6	0.5	-14	-5	0	1.1	-5	1.1	0
O=C(COc1ncnc2cc([N+](=O)[O-])ccc12)NCCc1ccc(Cl)cc1	11	-0.5	16	-3	-1	0.89	-5	0.84	-3
COc1cccc(SCc2noc(C(=O)NC(C)C)c2C(=O)NC(C)C)c1	-3	1.6	-2	-9	-4	1	-1	1	3
Fc1ccc(Nc2ccnc(C(F)(F)F)c2)cc1	-11	-0.3	-2	-4	-4	1.1	1	1	-2
COc1ccc(CC(=O)Nc2ccc(S(=O)(=O)NCC3CCCO3)cc2)cc1 (centres undefined)	0	3.6	-19	-7	-3	0.99	-1	1.2	1
COc1ccc(Oc2nc(-c3cccnc3)nc3ccccc23)cc1	4	4.1	10	-9	-2	0.96	-7	0.91	-2
Nc1ccc(C(=O)NCc2ccccc2)cc1	-4	-0.3	2	0	5	1	8	0.98	1
CC(=O)Nc1cc(C(=O)N2CCCC2)ccc1Sc1ccc(Cl)cc1	4	-0.5	24	-7	-1	0.96	0	0.76	0
O=C(CN1C(=O)COc2ccccc21)N(Cc1cccnc1)Cc1cccc(F)c1	-3	-2.6	-6	-5	1	1	2	1.1	-1
Cc1ccc(C)c(N2CCN(C(=O)c3cc4ccccc4oc3=O)CC2)c1	8	-1.9	14	1	1	0.92	2	0.86	-4
CC(=O)NCc1ccc(S(=O)(=O)NC(C)CCc2ccccc2)cc1 (centres undefined)	4	-2.4	5	-3	3	0.96	-2	0.95	0
Cc1ccc2c(c1)-c1ccccc1S(=O)(=O)N2	8	0.5	-14	-9	-6	0.92	0	1.1	-1
Cc1cccc(-n2nnc3c(=O)n(CC(=O)Nc4cc(C)on4)cnc32)c1	-3	1.1	-1	-8	2	1	2	1	2

High-throughput results (PubChem)
